# miR122 inh – inhibitors of miR-122 in Huh7 cells | Huh7 miR-122 Renilla luciferase sensor, 48 h; neutral wells = 0, positive control = 100 | 340,000 compounds, 0.3% hits | activation (reporter increase), % at 12.5 µM | AID 602342;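 active means mean replicate activation score at least 90 and every replicate individually at or above 90; inconclusive means only one of the two criteria met; inactive means neither criterion met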;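 further: higher luciferase means less miR-122 activity so hits act as miR-122 inhibitors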
# F508del corr – correctors of CFTR F508del function in bronchial epithelial cells; CFBE cells, YFP halide quenching; stimulated with forskolin plus potentiator P3; % fluorescence drop versus neutral controls; activity (quench increase), % at 7.58 µM; 350,000 compounds, 0.36% hits;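 active means mean added fluorescence quench of at least 8% versus neutral control, with both replicates also reaching 8%; inconclusive means only one of the mean or replicate conditions met; inactive means mean below 8% and not both replicates reaching 8%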;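 further: cells transiently co-express mutant CFTR-F508del with the halide-sensitive YFP; corrector assay measuring rescue of mutant channel to the surface after 24 h compound exposure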
# ERp5 block – inhibitors of human ERp5. Q15084. ERp5 insulin aggregation, absorbance 650 nm, 90 min. inhibition, % at 9.99 µM. 350,000 compounds, 0.05% hits. AID 651711;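 active means mean replicate inhibition above about 25%, with every replicate also reaching it, limit read from the data, passing the limit was not always enough; inconclusive means only one of those two criteria met; inactive means neither criterion met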
# CASP6 VEID inh – caspase-6 (human) enzyme inhibition | P55212 | purified caspase-6, Z-VEID-R110 cleavage fluorescence | inhibition, % at 12.5 µM | 350,000 compounds, 0.53% hits;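 active means mean inhibition across replicates at least about 35%, with every replicate also reaching that limit, limit read from the data; inconclusive means only one of the two criteria met; inactive means neither criterion met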;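 further: 0% = median of neutral control wells and 100% = no fluorescence left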
# DENV2 CPE – inhibitors of DENV2 cytopathic effect; DENV2-infected cells, cytopathic effect rescue, plate reader; CPE inhibition, % at 9.99 µM; 350,000 compounds, 1.7% hits; AID 651640; in the data active means CPE inhibition above about 20%, passing the limit was not always enough; inconclusive means no clear call, values can overlap the other calls; tested in BHK-21 cells;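 further: 0% = median of neutral control wells and 100% = median of positive control wells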
# ERAP1 inh – ERAP1 (human) enzyme inhibition | Q9NZ08 | recombinant ERAP1, Leu-AMC fluorescence, 60 min | inhibition, % at 10.7 µM | 340,000 compounds, 0.15% hits | AID 652197;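 active means mean replicate inhibition of at least 30%, or all replicates individually reaching that 30% level; inactive means mean below 30% and not every replicate reaching it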;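 further: 0% = neutral control wells and 100% = L-leucinethiol positive control wells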
# Target sequence (Q9NZ08 whole entry, looked up): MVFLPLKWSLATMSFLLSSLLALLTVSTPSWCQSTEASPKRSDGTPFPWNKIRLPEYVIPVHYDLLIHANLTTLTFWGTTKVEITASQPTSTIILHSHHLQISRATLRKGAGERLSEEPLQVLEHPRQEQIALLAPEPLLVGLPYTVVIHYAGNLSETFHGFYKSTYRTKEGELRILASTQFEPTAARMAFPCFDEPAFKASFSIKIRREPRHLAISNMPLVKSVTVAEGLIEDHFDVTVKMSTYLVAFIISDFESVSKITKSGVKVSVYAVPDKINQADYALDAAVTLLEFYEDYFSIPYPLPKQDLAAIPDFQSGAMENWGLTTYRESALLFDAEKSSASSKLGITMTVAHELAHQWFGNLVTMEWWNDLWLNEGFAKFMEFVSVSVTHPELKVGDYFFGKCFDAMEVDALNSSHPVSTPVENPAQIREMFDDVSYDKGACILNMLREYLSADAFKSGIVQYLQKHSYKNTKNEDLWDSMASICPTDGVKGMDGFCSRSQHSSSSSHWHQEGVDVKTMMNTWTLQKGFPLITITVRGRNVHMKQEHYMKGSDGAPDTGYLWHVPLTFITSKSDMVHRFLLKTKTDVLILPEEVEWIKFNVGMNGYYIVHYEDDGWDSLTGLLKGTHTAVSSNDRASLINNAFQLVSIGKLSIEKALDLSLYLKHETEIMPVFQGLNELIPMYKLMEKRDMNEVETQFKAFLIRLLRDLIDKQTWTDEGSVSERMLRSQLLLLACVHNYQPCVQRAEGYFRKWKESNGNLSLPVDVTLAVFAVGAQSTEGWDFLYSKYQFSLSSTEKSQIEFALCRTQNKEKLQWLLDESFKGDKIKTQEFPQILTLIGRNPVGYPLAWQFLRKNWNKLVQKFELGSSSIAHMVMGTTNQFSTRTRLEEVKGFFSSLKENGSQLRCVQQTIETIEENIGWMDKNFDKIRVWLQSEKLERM
# SIRT5 inh – inhibitors of human sirtuin-5 desuccinylase; Q9NXA8; Purified SirT5, succinyl-peptide AMC, trypsin-coupled fluorescence; inhibition, % at 15 µM; 330,000 compounds, 1.1% hits; AID 652115; in the data active means inhibition above about 15%; inconclusive means no clear call, values can overlap the other calls
# * marks the source's active call; other numbers are inactive results; ? = inconclusive; · = no result given; [ ] = another dose, or the depositor's remark.
canonical_smiles	miR122 inh	F508del corr	ERp5 block	CASP6 VEID inh	DENV2 CPE	ERAP1 inh	SIRT5 inh
Nc1nnnn1/N=C/c1cc(Cl)cc(Cl)c1O	-2.9	-0.1	3.8	0.8	0.2	-1.7	0.8
CCCS(=O)(=O)c1nc(S(=O)(=O)c2ccc(C)cc2)c(N2CCC(C)CC2)s1	6.2	2.0	-0.6	1.6	5.9	0.1	-1.8
COc1ccc(CNCc2ccncc2)cc1OC	-1.4	0.4	-1.7	-5.8	10.1	-1.9	14.0
CCn1c(=O)c([N+](=O)[O-])c(NCC2CCCO2)c2ccccc21 (configuration not stated)	-4.9	0.4	1.6	1.6	-5.8	3.8	2.8
C[C@@H]1CN([C@H](C)CO)C(=O)c2cccc(NS(=O)(=O)c3cn(C)cn3)c2O[C@@H]1CN(C)C(=O)NC1CCCCC1	-5.5[16.7 µM]	0.5	4.6	0.0	-6.9	-1.9	1.0
Cn1cc(S(=O)(=O)NC2CCCCC2)c(=O)n(C)c1=O	·	-1.3	0.5	3.7	-1.6	0.5	-4.0
COc1ccccc1C(=O)NNc1ncc(C)s1	-3.7	-0.2	1.1	1.2	2.2	-1.4	-4.7
COc1ccc2[nH]c3c(=O)n4c(nc3c2c1)SCCC4	-1.4	·	1.9	-4.0	-0.1	0.5	-4.0
CCCNC(=O)N1CC(=O)N2[C@H](CO)[C@H](c3ccc(-c4cccc(C)c4)cc3)[C@@H]2C1	·	0.3	6.9	2.7	-6.2	1.0	-0.2
COc1ccc(NC(=O)Nc2cccc3c2O[C@@H](CN(C)C(=O)Nc2ccc(C(F)(F)F)cc2)[C@H](C)CN([C@@H](C)CO)C3=O)cc1	0.7[16.7 µM]	1.2	·	·	4.3	·	·
Cc1ccc(S(=O)(=O)Nc2ccc3c(c2)CC(=O)N([C@H](C)CO)C[C@H](C)[C@H](CN(C)C(=O)NC2CCCCC2)O3)cc1	7.9[16.7 µM]	-1.8	2.9	0.0	7.8	-1.1	-1.3
COc1cccc(NC(=O)N(C)C[C@@H]2Oc3ncc(C#Cc4ccccc4)cc3C(=O)N([C@@H](C)CO)C[C@H]2C)c1	-3.6[16.7 µM]	2.7	10.2	0.1	-1.4	-2.9	3.3
Nc1[nH]c(C(=O)c2ccc(Br)cc2)c(-c2ccccc2Cl)c1C(=O)NCCc1c[nH]c2ccccc12	·	3.9	1.2	-0.5	12.3	-1.0	·
COc1ccc(-n2cc(CNC3CCOCC3)c(-c3cccc(F)c3)n2)cc1	·	-1.1	2.9	1.3	-2.2	3.7	-8.4
COc1ccc(CNC(=O)N(C)C[C@H]2OCc3ccccc3-c3c(n(C)c4ccccc34)C(=O)N([C@@H](C)CO)C[C@H]2C)cc1	·	1.3	1.4	1.2	-3.4	-5.6	3.4
CO[C@@H]1CN(C)C(=O)c2ccc(NC(=O)c3cc(C)on3)cc2OC[C@H](C)N(CC2CC2)C[C@H]1C	·	-4.4	-1.4	-3.3	3.9	4.1	2.9
Cc1ccc(CNC(=O)CSc2ncn[nH]2)cc1	1.1	-1.8	0.0	-0.8	2.2	0.8	-0.8
CCCCNc1ccc(C(CC(N)=O)NC(=O)Cc2cccc3ccccc23)cc1[N+](=O)[O-] (configuration not stated)	0.0	-1.8	-12.1	·	4.1	-2.1	·
C[C@H]1CN([C@@H](C)CO)S(=O)(=O)c2ccc(C3=CCCC3)cc2O[C@@H]1CN(C)C(=O)Nc1ccc2c(c1)OCO2	6.5[16.7 µM]	4.1	-1.7	-2.9	5.6	-8.0	7.2
C[C@@H]1CN([C@@H](C)CO)C(=O)c2cc(NS(=O)(=O)c3ccc(F)cc3)ccc2O[C@@H](C)CCCCO[C@@H]1CN(C)C(=O)Nc1cccc2ccccc12	6.0[16.7 µM]	-0.4	0.3	-0.9	8.8	-4.3	-0.9
COCC#Cc1ccc2c(c1)O[C@H](CN(C)Cc1cccnc1)[C@@H](C)CN([C@@H](C)CO)S2(=O)=O	1.3[16.7 µM]	·	2.4	1.7	0.7	0.7	-0.5
CCOC(=O)c1c(C)c(C(=O)NCc2ccccc2OC)c(C)n1C	1.2	·	1.3	0.4	·	-0.9	1.2
O=C(NCc1cccnc1)c1ccc(Cl)c(S(=O)(=O)N2CCCCCC2)c1	7.6	0.1	-3.1	-1.5	-0.3	0.6	-1.8
CCn1c(=O)c(=O)[nH]c2cc(C(=O)N3CCN(Cc4ccc5c(c4)OCO5)CC3)ccc21	-5.2	-2.0	1.5	-0.4	-2.3	0.9	1.3
O=C(CSc1nc2ccccc2s1)Nc1ccc(C(=O)O)cc1	6.8	-2.0	-3.7	4.9	7.3	-5.4	-2.3
CN(C)C(=O)c1cc2c(c(-c3cccc(C4=CCCC4)c3)n1)[C@H](CCO)N([S@@](=O)C(C)(C)C)C2	·	4.3	1.4	-1.6	2.0	0.4	-3.0
O=C(C[C@H]1CC[C@H]2[C@@H](COC[C@@H](O)CN2C(=O)C2CC2)O1)NCc1ccccc1Cl	6.2[16.7 µM]	-0.5	-2.0	3.6	4.2	1.2	2.0
COc1ccc(Cl)cc1Cn1c(C)c(C(=O)NCc2ccc(F)cc2)sc1=O	·	-2.9	4.1	-2.3	-2.0	-0.3	·
NC(=S)NN=C1CCCCC12CCCC2	4.3	·	3.9	-3.4	4.0	-8.3	-3.2
COC(=O)[C@H]1[C@H](CO)[C@H]2Cn3c(ccc(-c4cccc(F)c4)c3=O)[C@H]2N1Cc1ccncc1	·	2.4	-2.6	0.6	-4.0	-7.7	-15.2
Cc1noc(C)c1S(=O)(=O)Nc1cccc2c1O[C@@H](CN(C)S(=O)(=O)c1cn(C)cn1)[C@@H](C)CN([C@H](C)CO)C2=O	-2.3[16.7 µM]	1.3	-4.4	0.9	-9.2	1.1	3.0
CCOC(=O)COc1ccc2c3c(c(=O)oc2c1)CCCC3	4.7	-2.7	5.4	-0.1	-2.3	2.4	0.9
C#CCOCCOCCOCCNc1nc(N2CCN(C(=O)Cn3cc(CCCN=C(N)N)nn3)CC2)nc(N2CCN(C(=O)[C@H](CCCCN)n3cc(CCC(=O)O)nn3)CC2)n1	-5.3	-2.1	9.2	-13.7	13.0	-7.0	-3.4
CCCCCC(=O)N/N=C/c1ccccc1[N+](=O)[O-]	-1.2	-0.3	-4.9	-3.7	·	-2.3	-3.6
O=C(Nc1ccccc1)[C@@H]1[C@@H](CO)[C@@H]2Cn3c(cccc3=O)[C@H]1N2C(=O)c1ccccc1	0.6[16.7 µM]	-2.2	2.3	0.5	1.1	-0.6	-0.3
O=C(Nc1cccc(S(=O)(=O)N2CCCCC2)c1)c1cc2ccccc2o1	9.0	-6.4	-12.1	-0.8	-4.0	0.9	-3.1
COc1ccc(-c2cc3nc4ccccc4n3c(N)c2C#N)cc1	·	-0.6	-4.1	-1.5	5.5	-2.3	-1.9
CCOc1ccc(CCNC(=O)CCCn2c(=O)c3cccn3c3cccnc32)cc1OCC	-5.5	1.4	6.5	0.8	8.0	3.6	0.9
Cc1cc(C(=O)Nc2nccs2)c2cc(F)ccc2n1	·	-2.0	3.9	0.1	-7.6	-2.0	-1.2
CN(CC1CCN(CCc2cccc(C(F)(F)F)c2)CC1)C(=O)c1ccccc1	0.2	-1.2	3.2	-4.1	11.3	0.4	-0.2
COCC(=O)N(C)C[C@H]1Oc2ncc(C#C[C@H](C)O)cc2C(=O)N([C@@H](C)CO)C[C@@H]1C	0.0[16.7 µM]	-1.4	-4.2	5.3	-0.2	-4.0	-13.7
Cc1ccc(S(=O)(=O)CCC#N)cc1	-4.4	1.5	-0.5	-2.2	8.3	-3.4	-4.5
COc1cc([N+](=O)[O-])ccc1NC(=O)Nc1ccc(C(=O)N2CCCC2)cc1	-4.2	-3.5	2.0	0.7	0.6	-0.6	-0.5
COc1ccc(NC(=O)COC(=O)CC2CC3CCC2C3)c([N+](=O)[O-])c1 (configuration not stated)	·	·	13.3	-0.9	-0.6	-0.7	-7.9
COC(=O)N1CCN(c2ccc(C)cc2)C(C)C1 (configuration not stated)	-2.0	3.0	4.0	0.7	3.4	0.1	-5.1
COc1ccc(C(=O)NCc2nnc(SCC(=O)c3ccc(F)cc3)n2C)cc1OC	-6.4	-0.6	-5.5	2.3	?	-2.5	-0.3
Nc1nc2nc(-c3ccccc3)cc(C(F)(F)F)c2s1	4.6	-2.1	-1.2	-1.0	-0.7	3.5	-0.8
O=C1C2C3CCC(CC3)C2C(=O)N1c1ccccc1 (configuration not stated)	-7.2	0.3	2.7	0.4	-0.5	0.2	-4.2
Cc1ccccc1S(=O)(=O)Cc1ccc(C(=O)NC2CC2)o1	-4.5	0.1	-2.8	3.0	-3.4	0.4	4.2
COc1ccc(S(=O)(=O)Nc2ccc3c(c2)CC(=O)N([C@@H](C)CO)C[C@H](C)[C@H](CN(C)Cc2ccc(C(=O)Nc4ccccc4N)cc2)O3)cc1	·	1.1	5.0	-0.9	?	-9.9	7.1
NS(=O)(=O)c1ccc(CNC(=O)c2cc(-c3ccccn3)nc3ccc(Cl)cc23)cc1	·	·	0.8	3.0	-2.6	-5.5	-1.2
COC(=O)c1ccccc1-n1c(C)nc(=O)c(-c2ccccc2)c1C	·	-2.7	-8.3	0.7	0.6	1.1	-2.7
OC[C@@H]1[C@@H](c2ccccc2)C2(CN(Cc3cccnc3)C2)N1Cc1cccnc1	·	1.7	6.5	-1.5	5.0	-3.7	1.1
CCCNC(=O)N1CC(=O)N2[C@@H](CO)[C@@H](c3ccc(C#Cc4cccc(OC)c4)cc3)[C@@H]2C1	·	2.8	4.4	-1.6	-4.3	0.7	-0.6
CCc1ccc(NC(=O)C2CCCN(S(=O)(=O)c3cccs3)C2)cc1 (configuration not stated)	-0.7	0.9	-2.5	-3.5	12.8	1.0	-1.7
COc1cccc(-c2cn(CC[C@@H]3CC[C@H](NS(=O)(=O)Cc4ccccc4)[C@H](CO)O3)nn2)c1	2.1[16.7 µM]	-4.6	-0.7	-0.9	-5.6	-3.4	-7.4
O=C(NC1CCCCC1)c1cc(-c2ccc(O)cc2)on1	-2.5	0.2	-0.4	-1.8	-1.1	0.2	-3.3
COc1cc(C(C)=O)ccc1O	-1.7	1.5	3.5	-1.4	2.2	0.9	-2.6
COc1ccc(CN2CCC(C(=O)Nc3ccc(Oc4cccnc4)cc3)CC2)cc1	·	0.8	-0.6	2.9	5.0	-0.4	-5.5
CCn1c(COc2ccc(=O)n(-c3ccccc3)n2)n[nH]c1=S	·	·	-1.0	-2.5	13.0	0.4	-4.2

# Further results.
canonical_smiles	miR122 inh	F508del corr	ERp5 block	CASP6 VEID inh	DENV2 CPE	ERAP1 inh	SIRT5 inh
COc1ccc(CCNC(=O)CN2CCOc3ccccc32)cc1OC	0.0	-2.6	3.5	0.9	-3.1	0.9	-6.4
O=C(N/N=C/c1cc2c(c([N+](=O)[O-])c1)OCO2)c1ccncc1	5.6	-2.6	-0.4	3.8	6.6	0.1	1.0
C[C@H](CO)N1C[C@H](C)[C@@H](CN(C)C(=O)c2ccncc2)Oc2cc(/C=C/c3ccccc3)ccc2S1(=O)=O	11.0[16.7 µM]	-1.8	-2.0	1.4	0.4	-0.7	0.7
O=C(CCCCCCC(=O)NCc1ccccc1)NCc1ccccc1	-10.9	-1.4	-1.2	-1.2	4.6	0.0	1.0
Cc1ccc(C(=O)NC(C)c2ccc(-n3ccnc3)cc2)cc1S(=O)(=O)N1CCOCC1 (configuration not stated)	6.3	1.4	4.3	-67.4	-7.2	1.9	0.3

# In another format: entries from further up
> O=C(CCCCCCC(=O)NCc1ccccc1)NCc1ccccc1
  miR122 inh = -10.9	F508del corr = -1.4	ERp5 block = -1.2	CASP6 VEID inh = -1.2	DENV2 CPE = 4.6	ERAP1 inh = 0.0	SIRT5 inh = 1.0
> Cc1ccc(C(=O)NC(C)c2ccc(-n3ccnc3)cc2)cc1S(=O)(=O)N1CCOCC1 (configuration not stated)
  miR122 inh = 6.3	F508del corr = 1.4	ERp5 block = 4.3	CASP6 VEID inh = -67.4	DENV2 CPE = -7.2	ERAP1 inh = 1.9	SIRT5 inh = 0.3

# High-throughput results (PubChem)
